Screening results from PubChem BioAssay.
Mot1-301 SUMO: blocks SUMOylation pathway, rescuing yeast Mot1-301 growth | S. cerevisiae Mot1-301 growth rescue, ATP luminescence, 38.5C; percent above DMSO median, 100 means doubled | growth rescue, % at 18.8 µM | actives 1% (n = 320,000) | AID 2716;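 active means every valid replicate shows activation above 250% relative to neutral control wells; inactive means the rest, any valid replicate at or below 250%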;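 further: OY570 slx delta 5 strain wells were the positive control but not used for scaling; some compounds called inactive have numbers as strong as hits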
Arrestin-AP2 inh: blocks beta-arrestin peptide binding to AP2 adaptin; FITC-arrestin peptide / GST-AP2 beads, flow cytometry; AP2 beta2 appendage carries R879A mutation; inhibition, % at 10 µM; actives 0.31% (n = 340,000); AID 504490;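 active means inhibition above a set limit, near 3 SD of compounds lacking own fluorescence, cut at about 54% in these data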;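 further: plate controls were DMSO wells for no effect and 5 µM unlabelled arrestin peptide for full effect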
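Assay system: GST-AP2 R879A bound to glutathione beads, E. coli-expressed; Medium: PBS with 0.05% Tween 20 and 0.1% BSA; Also added: fluorescein-tagged arrestin peptide at 50 nM final; Timing: 12 min plus 1 h, RT; Measured by: flow cytometry, FL1 (488/535 nm); Evaluation: percent drop in bead-associated FITC signal.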
SR-BI DiI-HDL act: enhances SR-BI lipid uptake from DiI-HDL; CHO ldlA[mSR-BI] cells, DiI-HDL uptake fluorescence, 3 h; 100 = double the neutral-control signal; activation, % at 12.5 µM; actives 0.096% (n = 320,000); AID 504775;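 active means mean replicate activation of at least 60% and every replicate at or above 60%; inconclusive means mean or all-replicate condition met, but not both; inactive means mean below 60% and not all replicates reaching 60%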;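 further: 0% = median plate neutral-control signal and 100% = twice that signal; values of inactives mirror those of a sister screen read the other way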
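System: LDL receptor-deficient CHO ldlA cells overexpressing murine SR-BI | Timing: 3 h uptake period with compound, 37 °C | Medium: HEPES-buffered (25 mM, pH 7.4) F12 plus 0.5% BSA | Dosing: Single-point compound dose | Signal: Bottom-read fluorescence, 550/595 nm | Read-out: Retained DiI signal reflecting DiI-HDL uptake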
NSD2 HMT inh: blocks human histone methyltransferase NSD2; NSD2 peptide methylation, AlphaScreen, 120 min; inhibition, % at 12.5 µM; actives 0.54% (n = 310,000); in the data active means inhibition above about 50%
CDK5 inh: inhibitors of human CDK5/p35 kinase; Q00535+Q15078; Recombinant CDK5/p35, ADP-Glo luminescence, 60 min; inhibition, % at 10 µM; actives 0.01% (n = 330,000);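 active means highest replicate inhibition of at least 50% and at least 75% of replicates reaching 50%; inconclusive means only one of the two criteria met; inactive means both criteria failed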;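 further: plate controls were DMSO neutral control for no effect and GW8510 at 10 µM for full effect; many of its hits are not listed in these tables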
SR-BI HDL uptake: inhibitors of mouse SR-BI mediated HDL lipid uptake | Q61009 | ldlA[mSR-BI] CHO cells, DiI-HDL uptake fluorescence, 3 h | inhibition, % at 12.5 µM | actives 0.96% (n = 320,000) | AID 488896;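 active means mean replicate inhibition of at least 70% and a set share of replicates each scoring 70 or more; inconclusive means meets just one of the two criteria; inactive means fails both criteria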;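 further: 0% = median of neutral control wells and 100% = median of positive control wells; values of inactives mirror those of a sister screen read the other way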
dFosB act: mouse delta FosB homodimer activation; P13346; AID 493131; activation, % at 25 µM; purified delta FosB, TAMRA-CDK5 oligo fluorescence polarization; percent of positive-control signal above neutral wells; actives 0.99% (n = 340,000);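 active means mean activation above about 17%, with every replicate also reaching it, limit read from the data, passing the limit was not always enough; inconclusive means only one of the two conditions met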;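 further: fluorescence polarization rise as delta FosB binds a TAMRA Cdk5 AP-1 oligo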
Target sequence (P13346 whole entry, looked up): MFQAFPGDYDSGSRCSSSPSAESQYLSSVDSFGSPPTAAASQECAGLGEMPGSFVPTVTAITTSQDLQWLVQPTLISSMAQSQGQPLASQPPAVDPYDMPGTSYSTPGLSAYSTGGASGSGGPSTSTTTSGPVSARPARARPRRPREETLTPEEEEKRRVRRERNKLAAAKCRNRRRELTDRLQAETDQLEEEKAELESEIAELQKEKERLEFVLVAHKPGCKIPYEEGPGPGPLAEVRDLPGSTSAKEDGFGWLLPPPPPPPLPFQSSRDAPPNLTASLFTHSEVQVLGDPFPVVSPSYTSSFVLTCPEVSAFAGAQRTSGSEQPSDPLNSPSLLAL
PKA-R1A act: PKA-R1A complex activation | activation, % at 11.4 µM | P00514+P68181 | actives 0.083% (n = 340,000) | PKA-R1A dissociation, Cy5-IP20 fluorescence polarization; scaled: DMSO 0%, 113 µM cGMP 100%;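 active means percent activation above the mean of all tested compounds plus 3 SD, cut at about 19% in these data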;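 further: higher means more PKAc released from R1A so a rise in polarization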
PKA-R2B activ: activates the human PKA-R2B holoenzyme complex. PKA-R2B holoenzyme dissociation, Cy5-IP20 fluorescence polarization; R2B truncated from residue 108, S112A mutant; 0% DMSO only, 100% 113 µM cGMP. P22694+P31323. activation, % at 11.4 µM. actives 0.079% (n = 340,000);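 active means activation above a cutoff set at the mean over all compounds plus 3 SD, cut at about 18% in these data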;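 further: higher means more holoenzyme dissociation and a rise in polarization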
Target sequence (P31323 whole entry, looked up, other chains not shown, the tested form may be a part): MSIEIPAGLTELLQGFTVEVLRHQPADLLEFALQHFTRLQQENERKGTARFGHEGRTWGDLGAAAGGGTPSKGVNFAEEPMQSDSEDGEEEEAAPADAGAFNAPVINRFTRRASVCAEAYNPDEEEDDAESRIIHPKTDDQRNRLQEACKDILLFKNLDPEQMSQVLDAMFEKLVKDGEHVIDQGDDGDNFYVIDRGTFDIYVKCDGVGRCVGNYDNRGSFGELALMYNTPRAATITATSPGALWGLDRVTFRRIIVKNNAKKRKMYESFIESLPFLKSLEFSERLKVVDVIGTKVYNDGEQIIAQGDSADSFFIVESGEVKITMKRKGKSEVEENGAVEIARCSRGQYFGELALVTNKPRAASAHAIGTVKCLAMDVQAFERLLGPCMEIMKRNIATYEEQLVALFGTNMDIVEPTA
DSG3 Ab inh: human desmoglein-3 autoantibody binding inhibition; P32926; DSG3-coupled beads, scFv-anti-DSG3-GFP binding, flow cytometry; stronger effect = lower value; binding (percent of control), % at 10 µM; actives 0.48% (n = 310,000);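 active means binding more than 3 SD below its plate's average and above zero; inconclusive means below that plate limit but binding exactly zero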;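 further: hits lower antibody fragment binding to DSG3; some compounds called inactive have numbers as strong as hits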
MITF TRPM1 HTS: MITF TRPM1 promoter activation in melanoma cells. SK-MEL-5 TRPM1-promoter luciferase, 24 h; % of positive control, neutral wells = 0. actives 0.75% (n = 300,000). activation, % at 12.5 µM;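 active means mean activation of at least 80% with every replicate also reaching 80%; inconclusive means mean reaches 80% but some replicate falls short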;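 further: 0% = neutral control wells and 100% = parthenolide positive control wells; values of inactives mirror those of a sister screen read the other way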
Active calls of the source: *; ? = inconclusive; / = not tested or not shown.

#	SMILES	Mot1-301 SUMO	Arrestin-AP2 inh	SR-BI DiI-HDL act	NSD2 HMT inh	CDK5 inh	SR-BI HDL uptake	dFosB act	PKA-R1A act	PKA-R2B activ	DSG3 Ab inh	MITF TRPM1 HTS
1	CCOc1cc(NC(=S)N2CCC(C(N)=O)CC2)c(C(=O)OC)cc1OCC	11	-2	2	0	1.2	-2	-4	-7	0	115	-10
2	COC(=O)c1c(C)cccc1C1CN=NC12Cc1ccccc1C2=O (configuration not stated)	/	-9	11	-2	-3.5	-11	-2	-3	-12	97	/
3	CC(=O)CSc1cc(C)nc2c(-c3ccccc3)c(C)nn12	-3	-7	21	-2	-0.7	-21	4	2	-5	/	/
4	C=C(C1=CCN(S(=O)C(C)(C)C)[C@H]1CCO)c1ccccc1 (some centres not stated)	/	-4	29	/	14	-29	-1	-3	-10	110	-7
5	COc1cccc(NC(=O)CN(C)C(=O)c2ccc(COc3ccccc3)cc2)c1	415	8	-22	-1	1.0	22	-8	-7	-13	102	12
6	CC(=NCc1cccnc1)C1=C(O)c2ccccc2C1=O	-4	-7	-2	-2	3.8	2	-13	-1	0	103	7
7	CCc1cc(=O)oc2c(C)c(OCC(=O)NCCN3CCOCC3)ccc12	-10	8	20	-1	2.7	-20	-13	-5	-1	92	-1
8	CC(=O)c1c(N2CCN(C)CC2)nc(=S)n(Cc2ccccc2)c1C	-5	10	-4	6	-0.3	4	2	0	-7	116	-10
9	O=C(NNC(=O)c1ccccc1O)c1cccc(Br)c1	15	12	-51	-1	0.1	51	-3	1	1	119	/
10	CCCCCC1CC(CC#CCN2CCOCC2)C(=O)O1 (configuration not stated)	-7	15	8	-1	-1.4	-8	-10	0	-2	130	6
11	COC(=O)[C@H](C)NC(=O)NCc1ccccc1	-3	-4	19	-2	-4.6	-19	-3	5	6	/	-7
12	Cc1[nH]nc(SCC(=O)NCc2ccc(Cl)cc2)c1[N+](=O)[O-]	-12	1	13	30	/	-13	-7	-9	-11	97	0
13	CC(C)CCNC(=O)CN(Cc1ccco1)C(=O)c1snc(C(N)=O)c1N	0	28	4	1	1.6	-4	-6	-4	2	106	4
14	CCNS(=O)(=O)c1ccc(CCC(=O)N2CCN(C(=O)OCC)CC2)cc1	8	-1	-7	24	0.1	7	-1	4	-6	112	2
15	COc1ccc(CNC(=O)/C=C/c2cc([N+](=O)[O-])ccc2OC(F)F)cc1OC	8	0	-16	2	-0.2	16	-10	-4	1	92	-4
16	CC(C)c1ccc(C2(O)C(=O)Nc3cc(Br)ccc32)c(O)c1 (configuration not stated)	-3	4	-2	3	1.4	2	-2	-12	-9	/	-10
17	COc1ccccc1NCC(O)COc1ccc(C(C)(C)C)cc1 (configuration not stated)	-21	0	-12	18	-0.1	12	-7	-5	-21	/	22
18	c1ccc(COc2ccccc2CNC2CCCC2)cc1	320	9	5	3	-1.0	-5	1	-14	-4	102	7
19	O=C(Cn1cccc(C(F)(F)F)c1=O)c1ccc(Cl)cc1	5	-8	19	2	0.1	-19	-1	-3	-3	/	4
20	O=C(O)CCC1COc2ccccc2O1 (configuration not stated)	2	6	-9	-2	0.7	9	-2	2	-7	98	7
21	COC(=O)Cn1c(=NC(=O)c2ccc(OC)c(OC)c2)sc2cc(OC)ccc21	1	5	-40	-2	-1.5	40	0	-4	2	98	-10
22	CCc1ccc(CN(C)C(=O)c2cccc(S(=O)(=O)Nc3ccccc3OC)c2)cc1	/	-7	-1	1	2.4	1	-13	-4	-18	96	-4
23	O=S(=O)(c1ccc(OCC(O)CN2CCN(c3ccc(F)cc3)CC2)cc1)N1CCOCC1 (configuration not stated)	5	30	-8	4	3.4	8	-2	-2	-9	77	0
24	O=C(Nc1ccc(C(=O)NCc2ccc(F)cc2)cc1)C1=CSCCO1	15	36	-18	-4	-1.4	18	9	7	1	98	53
25	Cc1nn(C(C)C(=O)O)c(C)c1[N+](=O)[O-] (configuration not stated)	-23	-3	20	2	-2.1	-20	0	10	3	97	5
26	O=C(COC(=O)C1CC2C=CC1C2)NCc1ccco1 (configuration not stated)	-18	2	7	1	0.2	-7	-6	-8	-1	118	-3
27	COC(=O)Nc1ccc(S(=O)(=O)N2CCCC(C(=O)N3CCCCCC3)C2)cc1 (configuration not stated)	38	21	9	-1	-1.8	-9	-4	1	-4	105	-7
28	CCC(=O)N(CCC(c1ccco1)C(C)C)Cc1ccccc1 (configuration not stated)	79	2	-4	2	-4.8	4	-14	0	2	/	5
29	O=C(O)c1ccccc1-c1nc2ccccc2[nH]1	-10	14	29	0	-0.3	-29	1	-9	4	102	14
30	Cn1ccnc1SCC(=O)c1cc2ccccc2o1	-3	-10	25	7	0.2	-25	7	0	-6	117	32
31	Cc1nc2cc(N3CCCCC3)c(NC(=O)c3cccnc3)cc2c(=O)n1Cc1ccccc1	8	4	-14	-5	-1.0	14	9	0	4	98	20
32	COc1ccc(-c2ccc(CCC(=O)O)n2NC(N)=O)cc1	-11	-10	/	-1	0.6	/	-1	-5	-5	94	-4
33	COc1cc(S(=O)(=O)N2CCOCC2)cc(C(=O)NCC(c2cccs2)N2CCOCC2)c1OC (configuration not stated)	-1	1	-10	-2	-1.4	10	-4	6	4	/	-1
34	O=C(Oc1cccc2ccccc12)C1CC1	10	8	21	-4	2.5	-21	-2	0	8	98	-5
35	COC(=O)c1cc(C#N)c(NCc2ccc(Cl)cc2Cl)nc1C	6	-8	-3	-8	-0.3	3	2	-3	-6	/	-6
36	Cc1ccc(CCNC(=O)C2CCCN(S(=O)(=O)N3CC(C)CC(C)C3)C2)cc1 (configuration not stated)	-5	16	-19	0	-1.2	19	-14	-4	6	93	1
37	O=C(/C(C=Nc1ccc(Br)cc1)=C(/O)c1ccco1)C(F)(F)F	23	3	22	6	-0.6	-22	4	-3	-16	101	49
38	CCc1ccc(-c2cc3c(=O)n(CC(=O)NCCN4CCCCC4C)nc(C)n3n2)cc1 (configuration not stated)	-5	-3	-3	2	-0.1	3	-7	-6	10	97	-8
39	O=[N+]([O-])c1ccc(N2CCN(c3ccccc3F)CC2)nc1	-15	18	11	-1	-0.4	-11	0	13	7	102	/
40	O=C1C(=O)C(c2ccccc2)C(=O)C1c1ccccc1 (configuration not stated)	/	6	1	4	-0.1	-1	-1	-8	-8	88	5
41	O=[N+]([O-])c1ccc(N2CCCCC2)cc1SCCO	12	-1	2	30	-1.8	-2	1	8	-9	106	-7
42	COc1ccc(-c2nnn(CCC(=O)O)n2)cc1	5	7	-8	-9	2.1	8	2	9	-12	107	-25
43	COc1cc2c(cc1OC)C(c1cccc([N+](=O)[O-])c1)N(C(=O)c1ccccc1C(=O)O)CC2 (configuration not stated)	102	4	6	-4	-2.3	-6	-2	-1	-15	107	-3
44	COc1ccc(/C=N/N2CCOCC2)cc1Cn1cc([N+](=O)[O-])cn1	-3	-2	-4	0	0.9	4	-2	-3	1	108	/
45	COc1cccc(C(=O)Nc2nnc(S(=O)(=O)N(C)Cc3ccc(F)cc3)s2)c1	-4	2	?	-1	0.6	-113	-14	-2	4	/	-2
46	Oc1ccccc1C=NNC(=S)NN=Cc1ccccc1O	/	9	-133	-7	5.1	133*	8	-1	0	96	1
47	O=C(COC(=O)CCc1ccc(S(=O)(=O)N2CCOCC2)cc1)Nc1ccccc1OC(F)F	-3	25	5	/	0.9	-5	-6	-1	-1	95	1
48	Cc1ccnc(NS(=O)(=O)c2ccc(NC(=O)C3COc4ccccc4O3)cc2)n1 (configuration not stated)	-15	-4	22	3	3.7	-22	-6	0	6	110	-7
49	CSc1ccc(Cl)c(C(=O)NC2CCCC2)c1	12	9	20	-2	1.4	-20	-3	-8	-4	89	2
50	Cc1nnc(SCC(=O)N2CCc3ccccc3C2)s1	-3	10	11	0	1.3	-11	-6	-7	1	101	11
51	COc1ccc(N/N=C(/C#N)S(=O)(=O)c2nsc(C)c2C#N)cc1	6	24	-14	7	-0.1	14	5	-7	8	/	3
52	O=C(Oc1ccnc2cc(Cl)ccc12)N1CCOCC1	3	-3	-7	-1	5.6	7	-13	0	7	100	-7
